m-calpain inh = inhibitors of pig calpain II. purified calpain II, fluorogenic peptide substrate, 30 min. inhibition, % at 16 µM. 0.37% of 220,000 active. AID 1236;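 active = inhibition above about 50%, limit read from the data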
FXIIa inh = inhibitors of human coagulation factor XIIa. purified FXIIa, Boc-QGR-AMC fluorogenic substrate, 2 h. inhibition, % at 5 µM. 0.3% of 220,000 active. P00748; in the data active = inhibition above about 40%;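 also: 0% = enzyme with no compound and 100% = blank without enzyme; many of its hits are not listed in these tables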
PERK inhibitor = inhibitors of human PERK kinase; Q9NZJ5; CHO PERK-DD fusion, SEAP luminescence translation reporter; inhibition, % at 5.6 µM; 0.17% of 220,000 active; AID 1416;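 active = inhibition above the mean inhibition of all tested compounds plus 3 SD, set separately per screening campaign, cut at about 2.9% in these data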;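 also: PERK kinase domain activated by AP20187 dimerizer at 100 nM; 0% = DMSO with dimerizer and 100% = rapamycin at 8.4 µM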
Target sequence (Q9NZJ5 whole entry, looked up, the tested form may be a part): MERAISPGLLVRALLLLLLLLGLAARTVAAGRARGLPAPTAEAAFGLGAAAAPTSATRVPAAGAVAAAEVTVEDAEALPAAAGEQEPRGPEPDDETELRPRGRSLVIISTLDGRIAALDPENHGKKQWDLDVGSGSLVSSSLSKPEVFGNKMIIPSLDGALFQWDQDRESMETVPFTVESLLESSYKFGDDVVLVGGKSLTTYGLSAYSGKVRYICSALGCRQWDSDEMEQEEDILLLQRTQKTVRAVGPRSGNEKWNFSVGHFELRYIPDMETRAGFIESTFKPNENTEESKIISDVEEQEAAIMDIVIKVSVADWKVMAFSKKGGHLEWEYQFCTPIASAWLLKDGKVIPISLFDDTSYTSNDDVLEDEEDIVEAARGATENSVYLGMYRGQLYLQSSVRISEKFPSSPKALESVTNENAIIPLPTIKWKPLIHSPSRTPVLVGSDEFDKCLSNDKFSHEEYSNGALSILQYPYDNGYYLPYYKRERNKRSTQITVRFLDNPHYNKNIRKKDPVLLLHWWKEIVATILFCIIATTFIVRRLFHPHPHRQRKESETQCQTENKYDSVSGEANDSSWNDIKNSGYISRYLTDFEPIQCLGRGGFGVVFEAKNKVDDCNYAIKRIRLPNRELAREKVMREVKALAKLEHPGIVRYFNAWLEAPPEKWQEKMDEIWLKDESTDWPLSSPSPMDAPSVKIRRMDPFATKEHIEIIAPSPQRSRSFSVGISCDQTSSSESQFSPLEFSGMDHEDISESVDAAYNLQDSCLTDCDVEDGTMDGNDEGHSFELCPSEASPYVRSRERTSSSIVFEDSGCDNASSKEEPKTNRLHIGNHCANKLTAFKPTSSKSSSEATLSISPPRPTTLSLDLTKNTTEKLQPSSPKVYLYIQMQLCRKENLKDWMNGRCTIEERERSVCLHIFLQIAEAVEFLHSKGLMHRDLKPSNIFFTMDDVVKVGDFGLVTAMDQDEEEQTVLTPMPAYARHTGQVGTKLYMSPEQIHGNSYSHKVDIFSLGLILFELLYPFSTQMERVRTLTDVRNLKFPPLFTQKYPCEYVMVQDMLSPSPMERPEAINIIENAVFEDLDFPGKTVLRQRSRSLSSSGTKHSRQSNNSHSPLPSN
Thrombin inh = inhibitors of human thrombin. inhibition, % at 5 µM. P00734. 0.26% of 220,000 active. alpha-thrombin, Boc-VPR-AMC fluorogenic substrate cleavage;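 active = inhibition at or above 40%; inactive = inhibition below 40%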;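 also: 0% = enzyme with no compound and 100% = wells without enzyme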
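System: human alpha-thrombin protein; Compound dosing: one concentration per compound, 5 µM, with 0.2% DMSO; Timing: reaction at room temperature; Technique: AMC fluorescence, 355/460 nm; Controls: enzyme without compound as high, wells lacking enzyme as low.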
Cl transport mod = KCC2 (human) Cl- transport modulation. KCC2 cells, thallium flux FluoZin-2 fluorescence. B-score of Tl+ flux slope (higher = more flux/activation; lower = inhibition) at 10 µM. 2.2% of 190,000 active. AID 1456;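 active = thallium flux slope and its plate-corrected score both differing from the plate sample mean at a set confidence after two filtering rounds, in either direction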;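 also: slope of fluorescence scaled to starting intensity during 10 to 20 s after thallium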
FXIa inh 1536 = factor XIa (human) inhibition; P03951; purified FXIa, Boc-Glu-Ala-Arg-AMC fluorogenic substrate; inhibition, % at 5 µM; 0.14% of 220,000 active; AID 798;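 active = inhibition of at least 40%; inactive = inhibition below 40%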;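 also: fluorescence of freed AMC excited at 355 nm; 0% = enzyme without compound and 100% = no enzyme blank; many of its hits are not listed in these tables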
Furin inhibitor = human furin inhibition; purified furin, fluorogenic substrate cleavage; inhibition, % at 30 µM; 0.061% of 220,000 active; in the data active = inhibition above about 25%; also: inactives centre near -15
Rad51 HR inh = Rad51 (human) homologous recombination inhibition; hRad51 DNA strand exchange, fluorescence dequenching; inhibition, % at 10 µM; 0.085% of 200,000 active; AID 1385;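 active = inhibition above 40% at the single screening dose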;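 also: 0% = DMSO control wells and 100% = blanks with heterologous ssDNA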
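material = hRad51 filaments on single-stranded DNA | reagent = Donor/quencher-labelled 47-bp dsDNA substrate | compound = 10 µM final, single point | schedule = strand-exchange reaction 15 min at room temperature | measured by = fluorescein emission 520 nm, excitation 485 nm | read-out basis = % inhibition versus plate control and blank means | benchmarks = plate controls and plate blanks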
KLK5 inh = blocks human kallikrein 5 protease activity. Q9Y337. recombinant hK5, fluorogenic AMC substrate cleavage. inhibition, % at 5 µM. 0.59% of 210,000 active. AID 873;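 active = inhibition of 40% or more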;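 also: 0% = enzyme controls without compound and 100% = no-enzyme blanks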
An asterisk follows results filed as active; i = inactive; x = not tested or not shown; [ ] = another dose, or the depositor's remark.

mol,m-calpain inh,PERK inhibitor,Cl transport mod,Thrombin inh,FXIIa inh,Furin inhibitor,Rad51 HR inh,FXIa inh 1536,KLK5 inh
COc1ccc(C2C3C=CCC(c4cccc(-c5ccc(C)cc5)c4)C3C(=O)N2Cc2ccccc2)cc1Cl (centres undefined),-57,x,0.76,2,11,-32,-1,4,4
Cc1cnc(CN2CCCC(C(=O)c3ccc4c5c(cccc35)CC4)C2)[nH]1 (centres undefined),-163,-0.5,-0.16,10,13,-3,x,7,19
COc1ccc(N2C(=O)/C(=C/c3cccs3)NC2=S)cc1,12,0.6,8.7*,-9,-1,-4,9,-2,4
c1ccc(-n2nnnc2-c2cnc(-c3ccncc3)nc2-c2cccs2)cc1,-41,-0.4,x,1,20,9[20 µM],-1,11,3
CCc1nc(SCC(=O)Nc2ccccc2C(=O)OC)n[nH]1,-16,-0.4,x,0,-8,-10[20 µM],-3,-2,5
COc1ccccc1OCC(O)Cn1nc(C)cc1C (centres undefined),-5,-0.4,0.84,2,19,-20,-5,6,-8
COc1ccc(NC(=O)Nc2cccs2)cc1OC,-2,1.6,0.36,-1,25,-29,-1,16,-1
Cc1nc(Cc2ccc(OC(C)C)cc2)[nH]c(=O)c1CC(=O)O,-1,0.0,-0.24,-13,3,-17,-20,-4,0
COc1ccc(CC(=O)Nc2ccc(C(N)=O)cc2)cc1,-12,0.0,-0.6,-7,4,-28,8,-5,-6
COC(=O)c1ccccc1NC(=O)COC(=O)CSc1nnc(N)s1,-70,0.0,0.0053,40,6,-25,-17,-6,-2
COC(=O)c1cccc(NC(=O)c2cccs2)c1C,-53,0.6,x,4,0,-1[20 µM],-3,2,-5
CCC(Sc1nc(C)cc(=O)[nH]1)C(=O)Nc1nnc(C)s1 (centres undefined),-24,1.2,0.036,-8,-4,-4[20 µM],3,-5,-4
O=C(O)COc1ccccc1/C=N/NC(=O)c1cccc(S(=O)(=O)Nc2cccc(Cl)c2)c1,-61,0.7,0.13,-2,5,-15,x,-1,-1
Cc1ccc(C(=O)NCCn2cc(SCC(=O)N3CCOCC3)c3ccccc32)cc1,-31,0.2,-0.12,-3,14,-16,-2,4,-9
CCCCNC(=O)NC1(C(F)(F)F)Oc2ccccc2O1,15,0.9,-0.33,0,13,-27[20 µM],9,6,10
Clc1ccc(CO/N=C2\CCCc3nonc32)cc1,27,-0.2,-0.4,-10,-1,-2,x,-5,-37
CCN1CCSc2ccc(C(=O)Nc3ccc(NC(C)=O)cc3)cc21,-282,0.3,0.061,3,3,-33,23,-5,-3
O=C(c1ccco1)n1c(=S)nc2ccccn21,-54,0.8,x,-5,-5,-2,-3,-7,14
Cc1ccc(CNC(=O)COC(=O)Cn2nc(C)c([N+](=O)[O-])c2C)cc1,-18,0.7,0.5,4,18,-22,-151,3,3
CCC(OC(C)=O)c1cc2c(cc1[N+](=O)[O-])OCCO2 (centres undefined),-16,0.8,-0.65,-5,11,-28,-3,-1,4
CC(=O)Nc1ccc(S(=O)(=O)NCCc2cc3c(C)ccc(C)c3[nH]c2=O)cc1,4,2.7,0.084,-5,15,-23,1,7,-7
O=C(O)CSc1c(-c2cccs2)[nH]c2ccccc12,4,0.1,-0.65,-8,-1,-5,5,-12,-3
Cc1nnn(C23CC4CC(CC(CC(=O)Nc5ccc(C)c(C)c5)(C4)C2)C3)n1,6,-0.5,0.78,-6,15,-7,7,9,-14
COc1ccccc1-n1c(SCC(N)=O)nc2sc3c(c2c1=O)CCC3,21,-1.6,0.073,4,13,5,7,6,7
COC(=O)C1=C(C)OC(N)=C(C#N)C1c1ccsc1 (centres undefined),-12,1.0,-0.39,0,11,-20[20 µM],-10,6,-8
CCSc1nnc(-c2cccc(S(=O)(=O)N(CC)CC)c2)n1Cc1ccccc1,-39,-1.3,-0.99,2,4,-13,-8,-2,-21
Cc1ccc(S(=O)(=O)Nc2ccc(Br)cc2C(NCC(=O)O)c2ccccc2)cc1 (centres undefined),-13,0.2,-0.59,-5,4,-11,x,0,-56
O=C(CC1C(=O)NCCN1Cc1ccc(F)c(F)c1)NCCn1cccn1 (centres undefined),-24,0.4,-0.35,-9,6,-13,-14,-7,-7
CCN(c1ccccc1)S(=O)(=O)c1cnc[nH]1,-26,0.1,-0.36,0,15,-20,5,2,-5
COC(=O)C1=CN(Cc2cccs2)C=C(C(=O)OC)C1c1cccc(Cl)c1,-224,0.8,-1,-1,-9,-42,23,-8,-23
O=C(Nc1ccn(Cc2c(F)c(F)cc(F)c2F)n1)c1cccc(Cn2cc([N+](=O)[O-])cn2)c1,-15,-2.5,-0.12,-2,7,-3[20 µM],-5,0,-11
CC(=O)c1ccc(NC(=O)CCC(=O)OCC(F)(F)C(F)F)cc1,14,1.2,0.14,2,7,-21,1,-4,5
Cc1ccc(C2CC(=O)c3cnc(N4CCc5ccccc5C4)nc3C2)cc1 (centres undefined),21,0.2,x,2,20,-1[20 µM],-14,8,-9
NNC(=O)COc1ccc(-c2n[nH]c(C(F)(F)F)c2-c2ccc(Br)cc2)c(O)c1,-9,0.3,-1.9,-3,6,-18,4,9,-3
COc1ccc(NS(=O)(=O)c2cc(NC(=O)c3sccc3C)ccc2N2CCOCC2)cc1,-14,-1.3,x,-3,7,-22,-1,2,1
N#Cc1c(-c2ccccc2Cl)cc(-c2ccccc2)nc1Br,19,1.2,-0.21,-7,3,-15,1,-1,-3
N#Cc1cc2c(=O)n3ccccc3nc2n(-c2ccc(Cl)cc2)c1=O,i,1.7,1.3,-16,0,-49,-7,-6,-7
COC(=O)c1cc(S(=O)(=O)Nc2nn(C)c3cccc(F)c23)oc1C,14,1.5,-0.008,-1,5,-2,13,10,11
CCN(CC)S(=O)(=O)c1ccc(/C=C/C(=O)Nc2ccc(F)c(F)c2F)cc1,0,-0.6,-1.3,-3,1,-13,4,5,-13
CCOc1ccc(-n2c(C)nc(O)c2N=Nc2ccccc2)cc1,43,0.9,1.5,3,14,-30,x,5,x
O=C(NCc1ccccn1)c1ccc(Cn2cc(C(F)(F)F)ccc2=O)cc1,-6,0.2,0.3,-9,3,-29,0,-5,-5
COc1cc(OC)cc(C(=O)N[C@H](C(=O)OCC(=O)Nc2ccc(F)c(F)c2F)C(C)C)c1,-3,-0.6,-1.4,1,7,-23,-2,1,-15
CCOC(=O)CSc1nc(-c2ccccc2)cc(C(F)(F)F)n1,0,0.9,0.96,3,17,-24[20 µM],-2,8,-5
O=C(NCCSCc1ccco1)Nc1cc(Cl)cc(Cl)c1,6,0.8,-1.2,0,6,-21,-9,3,3
N/C(=N\OC(=O)CCCC(=O)O)c1ncc(C(F)(F)F)cc1Cl,0,2.4,-0.81,-3,6,-25,x,-2,x
Cc1ccc(S(=O)c2ccc(C)cc2)cc1,21,1.9,1.2,1,4,-18,-10,-5,-11
Cc1cc(C=NCCCO)c(C)n1-c1cc(Cl)ccc1Cl,30,-0.2,-0.32,15,10,-15,2,-2,2
Cc1ccc(-n2nnnc2SC(C)C(N)=O)c(C)c1 (centres undefined),-26,0.0,0.39,-5,-8,-32,-4,-6,10
CCc1ccc(OCc2n[nH]c(=S)n2Cc2ccccc2)cc1,54*,-0.7,15*,-8,6,-12,5,-4,-4
Cc1cc(C)c[n+](CC(=O)c2ccc(-c3ccccc3)cc2)c1,-10,1.1,-1.8,-4,9,-2,6,7,-10
COc1cccc(OC)c1OCCN(C)C,27,1.5,x,2,9,-19[20 µM],-4,-4,-18
CCCC(=O)Nc1ccccc1NC(=O)c1ccc(OCC)cc1,3,-1.6,0.2,1,5,-18,5,-6,2
CCc1ccc2[nH]c(O)c(N=Nc3nc(-c4ccccc4)cs3)c2c1,-47,0.3,3.1,4,15,-19[20 µM],-1,5,-27
Cc1cnc(C(=O)NC(C)CCc2ccccc2)cn1 (centres undefined),9,1.0,-0.22,-4,6,-20,-5,-2,2
COc1cc(/C=N/Nc2cccc(C)c2)ccc1OC(=O)c1cccs1,-17,0.9,0.41,-4,14,-18,-1,6,-3
Cn1nnnc1SCC(=O)C(C)(C)C,-1,-0.5,1.4,-2,12,-19,6,-5,4
CN(Cc1ccccc1)C1CC(=O)N(c2ccc(C(=O)O)cc2)C1=O (centres undefined),-5,0.2,-0.13,-1,15,-14[20 µM],9,1,5
Cc1nc(S(=O)(=O)N2CCN(C3c4ccccc4-c4ccccc43)CC2)cn1C,-31,-0.5,-0.22,-3,4,-10,-4,0,-5
O=C(Cn1ccc([N+](=O)[O-])n1)N1CCCCCC1,-12,1.5,0.22,0,8,-19,4,-3,2
O=c1cc(-c2ccccc2)nc(SCCOc2ccccc2Cl)[nH]1,18,0.1,0.1,14,24,-11,x,28,16

Marked active in m-calpain inh, among the entries above:
mol,m-calpain inh,PERK inhibitor,Cl transport mod,Thrombin inh,FXIIa inh,Furin inhibitor,Rad51 HR inh,FXIa inh 1536,KLK5 inh
CCc1ccc(OCc2n[nH]c(=S)n2Cc2ccccc2)cc1,54*,-0.7,15*,-8,6,-12,5,-4,-4

Following part:
mol,m-calpain inh,PERK inhibitor,Cl transport mod,Thrombin inh,FXIIa inh,Furin inhibitor,Rad51 HR inh,FXIa inh 1536,KLK5 inh
Cc1ccc(/C(N)=N/OC(=O)Cc2ccccc2)cc1,5,0.2,-0.65,2,7,-19,x,4,-7
O=C1C2ON(c3ccccc3)C(c3ccccc3F)C2C(=O)N1c1ccccc1 (centres undefined),-13,1.3,0.41,4,12,-25,3,-1,-20
Cc1cc(Oc2ccc(=O)[nH]n2)nc(Cl)n1,-13,2.5,x,-3,4,-8,-3,-3,0
CC(C)(C)NC(=O)C(c1ccccc1F)N(Cc1ccco1)C(=O)c1csnn1 (centres undefined),-1,-0.2,x,3,12,-20,-3,2,-17
Cc1ccc(S(=O)(=O)NNC2CC(=O)N(c3ccc(Br)cc3)C2=O)cc1 (centres undefined),9,-0.7,0.39,-1,11,-10,-17,18,1
Cc1cc(C(=O)Nc2c(C)nn(Cc3ccc(F)cc3)c2C)on1,-14,1.5,-0.28,-7,17,-13,8,-4,-1
CCSC1=C(C#N)C2(CCCCC2)C2=C(CC(C)(C)CC2=O)N1,-134,-0.2,-1.1,-12,9,-15,12,1,5
CCOC(=O)c1c(N)sc(C(=O)N(CC)CC)c1C,-10,0.6,0.61,-2,8,-29,-1,0,4
COC(=O)C1=C(C)N(c2ccc(Cl)c(Cl)c2)C(=O)C1,-2,0.0,-0.69,5,10,-10[20 µM],-4,9,-13
CCCN1Cc2cccc(C(=O)NC(CC(=O)OCC)c3ccc(OC(C)C)cc3)c2C1=O (centres undefined),12,0.2,-0.8,2,8,-13,8,-4,-3
Cc1[nH]cc(Br)c(=O)c1Oc1ncc(C(F)(F)F)cc1Cl,-11,0.9,0.97,-6,4,-19,-6,-5,-2
CNc1nc(C)c(C(=O)OCc2ccccc2)s1,-11,0.8,0.36,-6,15,-21[20 µM],-3,2,-10

Grouped by structure, those above with a tert-butyl group.
mol,m-calpain inh,PERK inhibitor,Cl transport mod,Thrombin inh,FXIIa inh,Furin inhibitor,Rad51 HR inh,FXIa inh 1536,KLK5 inh
Cn1nnnc1SCC(=O)C(C)(C)C,-1,-0.5,1.4,-2,12,-19,6,-5,4
CC(C)(C)NC(=O)C(c1ccccc1F)N(Cc1ccco1)C(=O)c1csnn1 (centres undefined),-1,-0.2,x,3,12,-20,-3,2,-17

High-throughput results deposited in PubChem BioAssay by several laboratories.

Only part of the results is shown (hit frequency here may not be typical).
